TrxR1 substrate – is turned over as a substrate by rat TrxR1. O89049. Potency, µM (doses to about 114 µM), without a hit: at the top dose activity change, negative = substrate turnover. purified TrxR1 substrate turnover, NADPH consumption readout. 0.01% of 390,000 active; further: potency means the concentration at half of the fitted maximal effect; on the % scale 0 is the no-effect control and ±100 the full control effect; nearly all actives have a fitted effect of over 50% in size
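Rat TrxR1, dispensed at 90 nM, was prereduced with 400 uM NADPH (final) for 5 min at ~22 deg C, then incubated with compound 15 min before 400 uM selenite. A first-read NADPH fluorescence drop versus no-compound background flagged substrates.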
USP1-UAF1 inh – blocks the human USP1/UAF1 deubiquitinase complex; O94782; recombinant USP1/UAF1, Ub-Rhodamine cleavage fluorescence; Potency, µM (doses to about 57.1 µM), inactives show top-dose activity change, negative = inhibition, hits mostly inhibitors; 0.23% of 390,000 active; further: potency means the concentration at half of the fitted maximal effect; on the % scale 0 is the no-effect control and ±100 the full control effect; nearly all actives have a fitted effect of over 60% in size; inactives centre near -12
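1 nM enzyme complex + cpd, 15 min RT; start with Ub-Rho 150nM final; kinetic fluorescence ex 480/em 540, 6 reads q60 s. Buffer 50mM HEPES pH 7.8, 0.5mM EDTA, 0.1 mg/ml BSA, 1mM TCEP, 0.01% Tween-20.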
GLS inhibitor – inhibitors of human glutaminase (GLS). GLS enzymatic activity, qHTS titration. Potency, µM (doses to about 45.5 µM), for the others: at the top dose activity change, negative = inhibition, most hits filed as inhibitors. 0.21% of 410,000 active; further: potency means the concentration at half of the fitted maximal effect; on the % scale 0 is the no-effect control and ±100 the full control effect
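Glutamate formation by hKGA was monitored fluorometrically using coupled glutamate oxidase, HRP and Amplex Red. Substrate was added as 1 mM L-glutamine solution; incubation was 30 min at RT after an initial read.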
PI4K2A block – PI4K2A (human) kinase inhibition; Q9BTU6; purified PI4K2A, ADP-Glo luminescence, 1 h; hits give low values; 0.13% of 420,000 active; activity change, negative = inhibition, % at 76.9 µM; in the data active means activity change below about -50%; inconclusive means mostly about -30% to -49%;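 further: -100% = wells without enzyme as full effect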
Target sequence (Q9BTU6 whole entry, looked up): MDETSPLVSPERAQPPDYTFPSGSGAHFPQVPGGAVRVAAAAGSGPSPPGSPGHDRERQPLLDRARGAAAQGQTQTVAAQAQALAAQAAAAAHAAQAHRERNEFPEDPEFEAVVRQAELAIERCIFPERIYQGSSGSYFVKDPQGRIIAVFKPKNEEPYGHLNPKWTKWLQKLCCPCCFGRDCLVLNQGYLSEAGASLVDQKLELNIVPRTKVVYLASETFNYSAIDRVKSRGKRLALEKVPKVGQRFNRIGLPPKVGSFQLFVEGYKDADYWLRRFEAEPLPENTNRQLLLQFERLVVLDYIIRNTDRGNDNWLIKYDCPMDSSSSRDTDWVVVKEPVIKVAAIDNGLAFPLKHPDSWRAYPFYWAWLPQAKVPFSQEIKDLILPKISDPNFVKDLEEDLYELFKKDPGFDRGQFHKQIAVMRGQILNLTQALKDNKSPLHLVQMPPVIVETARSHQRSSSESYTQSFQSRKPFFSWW
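PI4K2A activity was measured by ADP-Glo luminescence: enzyme (4 ug/mL stock) and phosphatidylinositol (1.2 mM stock) in Tris pH 7.5/MgCl2/EGTA/Triton X-100 buffer were reacted with ATP (300 microM stock) for one hour at ambient temperature.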
mIDH1 inhibitor – blocks human mutant IDH1 R132H enzyme. O75874. 0.093% of 390,000 active. Potency, µM (highest dose often 76.6 µM), for the others: top-dose activity change, negative = inhibition, actives largely listed as inhibitors. IDH1-R132H enzyme, NADPH consumption, diaphorase/resazurin fluorescence; further: potency means the concentration at half of the fitted maximal effect; on the % scale 0 is the no-effect control and ±100 the full control effect; nearly all actives have a fitted effect of over 65% in size
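IDH1-R132H (0.5 ug/mL) preincubated 30 min with compound, then NADPH (0.016 mM) and alpha-KG (2 mM) added; 80 min at RT, pH 7.5. Remaining NADPH coupled via diaphorase/resazurin to fluorescence (540/590 nm); concentration-response curves normalized to no-enzyme control.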
Pin1 inh – human Pin1 inhibition. Pin1 FP peptide displacement, HiFluor488, 10 min. Potency, µM (top dose mostly 115 µM), inactives show top-dose activity, negative = inhibition, most hits filed as inhibitors. 0.009% of 390,000 active; active means well fitted inhibition curve with a large enough effect in the polarisation, with a control signal flat, not every such curve was filed as active; inconclusive means small, poorly fitted or top-dose-only effect, or effect the other way, or a change in a side signal; inactive means no such curve, though single readings can be large or run the other way; the % refers to the polarisation; further: potency means the concentration at half of the fitted maximal effect; on the % scale 0 is the no-effect control and ±100 the full control effect
rTrxR1 inhibitor – rat TrxR1 inhibition. O89049. recombinant rTrxR1, NADPH fluorescence consumption, selenite substrate. Potency, µM (top dose mostly 114 µM), inactives show at the top dose activity change, negative = inhibition, most hits filed as inhibitors. 1% of 390,000 active; further: potency means the concentration at half of the fitted maximal effect; on the % scale 0 is the no-effect control and ±100 the full control effect; nearly all actives have a fitted effect of over 65% in size
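Rat TrxR1 (90 nM in the dispensed reagent) was pre-reduced with 400 uM NADPH for 5 min at room temperature, then incubated with compound for 15 min. After 400 uM selenite was added, NADPH fluorescence (Ex 340/Em 450 nm) was followed for 8 min.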
Tb PGK inh – blocks T. brucei phosphoglycerate kinase. P07378. PGK/GAPDH coupled, Kinase-Glo luminescence, 60 min. Potency, µM (doses to about 57.5 µM), inactives show top-dose activity change, negative = inhibition, usual class: inhibitors. 0.043% of 380,000 active. AID 602233; further: potency means the concentration at half of the fitted maximal effect; on the % scale 0 is the no-effect control and ±100 the full control effect; nearly all actives have a fitted effect of over 60% in size
Target sequence (P07378 whole entry, looked up): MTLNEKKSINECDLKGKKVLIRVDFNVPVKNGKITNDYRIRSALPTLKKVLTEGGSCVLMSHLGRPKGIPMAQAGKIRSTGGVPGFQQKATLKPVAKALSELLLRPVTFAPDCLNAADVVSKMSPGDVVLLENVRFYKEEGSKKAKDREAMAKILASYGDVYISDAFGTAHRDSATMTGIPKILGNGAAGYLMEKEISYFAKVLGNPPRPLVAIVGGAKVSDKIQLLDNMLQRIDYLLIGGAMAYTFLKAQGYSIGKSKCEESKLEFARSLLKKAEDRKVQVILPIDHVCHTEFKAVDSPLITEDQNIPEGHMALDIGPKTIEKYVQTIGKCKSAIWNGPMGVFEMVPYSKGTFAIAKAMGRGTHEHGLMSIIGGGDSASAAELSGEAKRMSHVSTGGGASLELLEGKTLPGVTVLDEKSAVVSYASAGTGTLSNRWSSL
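Luminescent ATP detection (Kinase-Glo Plus) follows a 60-minute room-temperature incubation, with wells lacking PGK as controls. Buffer: 100 mM TEA (pH 7.6), 5 mM MgCl2, 0.01% Tween-20. Coupling enzyme GAPDH (100 nM final) supplies unstable 1,3-BPG in-well.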
HP1b binding inh – blocks HP1-beta chromodomain binding to methylated histone tails; AlphaScreen HP1-beta / biotin-H3K9me3 peptide binding; Potency, µM (highest dose often 114 µM), for inactives: at the highest dose activity change, negative = inhibition, usual class: inhibitors; 0.56% of 390,000 active; further: potency means the concentration at half of the fitted maximal effect; nearly all actives have a fitted effect of over 70% in size; inactives centre near 23
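Compound inhibition of the preformed complex between 50 nM HP1-beta and 50 nM biotinylated H3K9me3 peptide was read by AlphaScreen. Buffer was PBS pH 7.4 with 0.01% Tween-20. Incubations ran 30 min at room temperature, with 10 ug/mL donor/acceptor beads.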
* marks the source's active call; other numbers are inactive results; i = inactive; ? = inconclusive; . = no result given; & = joins results of further samples; [ ] = another dose, or the depositor's remark. Unless noted, the call rests on the fitted dose curve; in most records, active means well fitted curve in the direction sought with a large enough effect; inconclusive means small, poorly fitted or top-dose-only effect, or another doubt; inactive means no such curve, though single readings can be large; an effect the other way counts as inactive or inconclusive.

no.	Structure	Tb PGK inh	TrxR1 substrate	mIDH1 inhibitor	rTrxR1 inhibitor	Pin1 inh	HP1b binding inh	PI4K2A block	USP1-UAF1 inh	GLS inhibitor
1	COc1ccc(-n2nnnc2SCC(=O)Nc2cccc(NC(C)=O)c2)cc1OC	.	12.9%	-1.1%	31.8%	1.7%	15.7%	-2.2	-11.5%	1.6%
2	O=C(NNC(=O)c1cc(-c2ccncc2)nc2ccccc12)Nc1ccc(F)cc1	8.6%	-1.5%	1.0%	-9.4%	-9.5%	38.8%	-0.1	0.6%	8.7%
3	O=C(NCc1ccco1)c1cccc(-c2nnc(-c3ccccc3)o2)c1	-4.3%	7.9%	4.2%	4.8%	3.5%	12.3%	3.3	-8.0%	11.2%
4	NS(=O)(=O)c1ccc(NC(=O)COC(=O)/C=C/c2ccc([N+](=O)[O-])cc2)cc1	i	-7.2%	0.0%	-9.7%	7.6%	36.9%	-2.7	-24.4%	-3.6%
5	O=C1CC(=O)C(n2cncn2)C(c2ccc(Cl)cc2)C1 (centres undefined)	5.5%	6.4%[57.1 µM]	-2.2%	-8.7%	-4.1%	20.5%	-17.3	-1.8%	15.8%
6	Cc1ccc(CNC(=O)c2nc3nc(C)cc(C)n3n2)cc1	-0.9%	-1.2%	1.7%	1.9%	-2.3%	26.0%	1.5	-22.3%	2.7%
7	O=C(OCc1nnc(-c2ccccc2)o1)c1cc(=O)[nH]c2ccccc12	-8.6%	8.1%[57.1 µM]	-8.8%	7.9%[57.1 µM]	1.6%	50.7%[activator]	3.5	-16.9%	-8.8%
8	CSC1=N/C(=C\c2ccc(Br)o2)C(=O)S1	-23.2%	4.4%[57.1 µM]	14.2%	?	?	?	-4.8	-12.1%	7.6%
9	CSC1CCCCC1(O)CSc1nc2ccccc2o1 (centres undefined)	-8.6%	1.7%	9.7%	6.3%	7.9%	18.1%	-0.9	-20.6%	12.6µM*
10	OCC1(CCc2ccccc2)CCN(Cc2cnc(N3CCCC3)s2)CC1	i	-6.6%	8.4%	-6.0%	-8.1%	5.9%	-2.0	-18.4%	-10.6%
11	O=C(CSc1nc(-c2ccco2)cc(C(F)(F)F)n1)N1CCN(c2ccc(Cl)cc2)CC1	-3.0%	0.1%	-3.3%	-8.7%	17.3%	16.8%	0.7	-9.4%	-3.4%
12	CCN(CC)c1ccc(NC(=O)c2ccccc2F)cc1	-10.6%	-5.3%	5.1%	2.9%	1.1%	-14.3%	0.0	-7.7%	80.6%[activator]
13	Cc1cccc(OCC(=O)Nc2ccc3oc(=O)ccc3c2)c1C	-14.6%	17.6%	-8.2%	-10.2%	9.3%	30.2%	1.9	-25.0%	-15.8%
14	O=C(CCCN=C1NS(=O)(=O)c2ccccc21)OCc1ccccc1	4.4%	6.9%	3.8%	24.1%	0.7%	24.9%	2.4	-17.7%	-2.6%
15	CC(C)C(NS(=O)(=O)c1cccc2cccnc12)C(=O)Nc1ccc(OC(F)(F)F)cc1 (centres undefined)	i	-0.2%[57.1 µM]	3.0%	11.0%[57.1 µM]	0.9%	56.0%[activator]	-4.7	-5.0%	-2.3%
16	Cc1ccc(SCC(=O)NCc2ccco2)cc1	-9.1%	4.2%	7.3%	-6.5%	-1.5%	26.8%	-2.2	-13.9%	-2.9%
17	N#Cc1c(-c2ccco2)c2c([nH]c1=S)CCCC2	-16.4%	-5.6%	-0.3%	?	?	-21.9%	-23.6	-21.1%	?
18	CCN(c1ccccc1)c1nc(C#N)nc(N(CC)c2ccccc2)n1	i	6.1%[0.0914 µM]	-12.3%	-7.3%&8.8%	-0.8%&-0.3%	45.1%[activator][57 µM]	21.1	-19.0%	0.1%
19	O=C(c1cn(-c2ccccc2)nc1-c1ccncc1)n1nnc2ccccc21	-2.7%	18.6%	6.6%	17.6%	-0.5%	31.2%[activator]	17.8	-9.6%	-3.5%
20	CC(OC(=O)c1ccncc1)C(=O)Nc1cc(S(=O)(=O)N2CCCCC2)ccc1Cl (centres undefined)	-0.9%	7.6%[57.1 µM]	4.7%	5.6%[57.1 µM]	4.2%	9.3%	-1.0	-4.1%	-14.8%
21	Cc1cccnc1NC(=O)c1ccc(S(=O)(=O)N2CC(C)OC(C)C2)cc1 (centres undefined)	i	3.5%	-9.2%	15.0%	-0.3%	6.4%	-6.1	-9.5%	0.8%
22	CCOC(=O)c1csc(NC(=O)CSc2nnnn2CC)n1	i	2.7%	7.3%	-14.4%	-0.9%	63.8%[activator]	-0.4	-12.6%	11.1%
23	O=C(O)c1ccc(N/N=C/c2ccc(-c3ccccc3)cc2)cc1	-3.7%	-4.4%[57.1 µM]	15.1%	13.1%[11.4 µM]	?	-12.6%	-6.7	-13.9%	10.0%
24	CCc1ccc(-n2c(Cc3ccccc3)nnc2SCc2nc(-c3cccs3)no2)cc1	-1.7%	-10.1%	4.5%	11.8%	37.2%[activator]	23.3%	2.2	-9.4%	-11.2%
25	O=C(NCCCN1CCN(c2ccccc2F)CC1)Nc1ccccc1[N+](=O)[O-]	-6.9%	-0.9%	0.0%	-9.4%	-0.1%	5.3%	1.2	-14.3%	1.1%
26	O=C(Nc1c(C(=O)N2CCOCC2)cnn1-c1ccccc1)c1ccccc1F	-5.3%	-4.1%[57.1 µM]	-6.5%	13.7%[57.1 µM]	-0.9%	30.2%	-0.5	-12.8%	-9.2%
27	NC(=O)c1ccccc1NC(=O)Cn1nc(Cc2cccnc2)c2ccccc2c1=O	-0.8%	-3.5%	0.0%	8.2%	27.3%	9.2%	-9.5	1.1%	-11.9%
28	Cc1ccc(NC(=O)CN(C)C(=O)c2ccc(COc3ccccc3)cc2)cc1	11.0%	0.9%[57.1 µM]	-10.5%	4.3%[57.1 µM]	0.5%	18.0%	-5.6	-9.2%	0.8%
29	COc1ccc(Oc2nc3c(c(=O)n(Cc4ccc(Br)cc4)c(=O)n3C)n2C)cc1	i	7.0%	15.0%	27.3%	1.7%	30.7%	2.5	-12.8%	-3.4%
30	Cc1ccc(C)c(NC(=O)CN(C)C(=O)CC2OC(=O)c3ccccc32)c1 (centres undefined)	-5.7%	-1.2%	-0.5%	16.4%	-12.9%	21.7%	-3.6	4.6%	8.8%
31	O=c1c2oc3ccccc3c2n(Cc2ccccc2F)c(=O)n1Cc1ccc2c(c1)OCO2	i	2.8%	-8.0%	13.6%	-6.9%	19.0%	-0.8	-8.7%	-3.6%
32	CC(C)(C)c1cc2nc(N)nc(N)n2n1	0.2%	5.0%[57.1 µM]	4.8%	13.8%[57.1 µM]	4.7%	23.4%	2.0	-17.4%	-3.9%
33	O=C(Nc1nc2ccc(SC(F)F)cc2s1)c1ccc(NS(=O)(=O)c2ccc(F)c(F)c2)cc1	-5.8%	51.2%[activator]	-5.8%	16.5%	13.6%	9.0%	-3.5	-19.4%	3.3%
34	Cn1nc(C(=O)Nc2nc(-c3ccccn3)cs2)c2ccccc2c1=O	0.5%	-7.7%	-2.4%	-2.3%	-5.0%	?	-2.7	-24.1%	-8.3%
35	O=C(COC(=O)C12CC3CC(CC(C3)C1)C2)Nc1ccc(OC(F)F)cc1	-12.5%	-8.5%	4.5%	5.6%	1.8%	52.9%[activator]	4.9	?	.
36	CCOC(=O)CCc1c(C)nc(SCCCn2c(=O)[nH]c3ccccc32)c(C#N)c1C	.	-2.1%	5.1%	-13.2%	?	25.0%	2.1	-26.6%	-12.2%
37	CC1CCN(c2nc(-c3ccco3)c3c(c2C#N)CC(C)(C)OC3)CC1	-4.1%	21.3%	5.3%	8.91µM*	9.4%	33.0%	-6.2	?	0.5%
38	Brc1ccc(C2=CSC3=NCCN23)cc1	-6.3%	4.2%	0.6%	15.8%	8.3%	38.8%	-5.3	-7.2%	8.7%

Four entries from above, ordered by length of the SMILES, smallest number first:
no.	Structure	Tb PGK inh	TrxR1 substrate	mIDH1 inhibitor	rTrxR1 inhibitor	Pin1 inh	HP1b binding inh	PI4K2A block	USP1-UAF1 inh	GLS inhibitor
32	CC(C)(C)c1cc2nc(N)nc(N)n2n1	0.2%	5.0%[57.1 µM]	4.8%	13.8%[57.1 µM]	4.7%	23.4%	2.0	-17.4%	-3.9%
30	Cc1ccc(C)c(NC(=O)CN(C)C(=O)CC2OC(=O)c3ccccc32)c1 (centres undefined)	-5.7%	-1.2%	-0.5%	16.4%	-12.9%	21.7%	-3.6	4.6%	8.8%
25	O=C(NCCCN1CCN(c2ccccc2F)CC1)Nc1ccccc1[N+](=O)[O-]	-6.9%	-0.9%	0.0%	-9.4%	-0.1%	5.3%	1.2	-14.3%	1.1%
29	COc1ccc(Oc2nc3c(c(=O)n(Cc4ccc(Br)cc4)c(=O)n3C)n2C)cc1	i	7.0%	15.0%	27.3%	1.7%	30.7%	2.5	-12.8%	-3.4%

Source: PubChem (National Center for Advancing Translational Sciences (NCATS))

Not all compounds are listed, so the mix of outcomes need not match the whole.
